Shiga inhibitor: A qHTS for Small Molecule Inhibitors of Shiga Toxin; Vero cells, Shiga toxin protein synthesis inhibition reporter; inhibition, % at 38.7 µM; actives 9.2% (n = 290,000); AID 2315, 2010; in the data active = inhibition mostly above about 28%, no sharp cut-off; inactive = mostly below about 43%; note: 0% is about no effect
CHX counter: Cycloheximide Counterscreen for Small Molecule Inhibitors of Shiga Toxin | cell reporter, cycloheximide protein synthesis inhibition counterscreen | max response, % | actives 12% (n = 300,000) | AID 2314, 2010; in the data active = max response mostly above about 13%, no sharp cut-off; inactive = mostly below about 14%; note: read at 38.3 µM for the half of the compounds with a filed dose; 0% is about no effect
Pf growth 96h: Primary qHTS for delayed death inhibitors of the malarial parasite plastid, 96 hour incubation. P. falciparum luciferase reporter growth, 96 h. Potency, µM (titrated, usually from 28.7 µM), for inactives: top-dose activity change, negative = inhibition, usual class: inhibitors. actives 6.9% (n = 320,000); note: potency is the fitted concentration of half-maximal effect; % is set by controls: 0 for no effect and ±100 for the full control effect
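Plates of compound plus infected erythrocytes (2% hematocrit, 0.05% parasitemia final) incubate 96 hours, 37 C, 5% CO2. Detection reagent added; reduced luminescence from the parasites' luciferase reporter flags inhibition.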
Pf growth 48h: Primary qHTS for delayed death inhibitors of the malarial parasite plastid, 48 hour incubation; P. falciparum luciferase growth in erythrocytes, 48 h; Potency, µM (top dose mostly 28.7 µM), for the others: top-dose activity change, negative = inhibition, usual class: inhibitors; actives 5.9% (n = 310,000); AID 504832, 2011; note: potency is the fitted concentration of half-maximal effect; % is set by controls: 0 for no effect and ±100 for the full control effect
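Luciferase-expressing P. falciparum in infected erythrocytes (2% hematocrit, 0.1% parasitemia final) in RPMI 1640/0.5% Albumax were exposed to compound for 48 hours at 37 C, 5% CO2; growth read as luminescence.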
Sm TGR inh: qHTS Assay for the Inhibitors of Schistosoma Mansoni Peroxiredoxins; Schistosoma mansoni thioredoxin glutathione reductase (TGR), Q962Y6; purified TGR, DTNB reduction, TNB absorbance 405 nm; Potency, µM (highest dose often 114 µM), inactives show top-dose activity change, negative = inhibition, hits mostly inhibitors; actives 3% (n = 360,000); note: potency is the fitted concentration of half-maximal effect; % is set by controls: 0 for no effect and ±100 for the full control effect; nearly all actives have a fitted effect of over 60% in size
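First, TGR (20 nM dispensed) and NADPH were mixed with compound. Second, a 15 min room-temperature incubation followed. Third, further NADPH and then DTNB were added to start the reaction. Finally, TNB absorbance was monitored kinetically.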
FBPA Giardia inh: qHTS Assay for Inhibitors of Fructose-1,6-bisphosphate Aldolase from Giardia Lamblia | A8B2U2 | purified Giardia FBPA | AID 2451, 2010 | Potency, µM (series often up to 59.6 µM), without a hit: at the top dose activity, negative = inhibition, actives largely listed as inhibitors | actives 0.71% (n = 290,000); note: potency is the fitted concentration of half-maximal effect; % is set by controls: 0 for no effect and ±100 for the full control effect; nearly all actives have a fitted effect of over 55% in size
Target sequence (A8B2U2 whole entry, looked up): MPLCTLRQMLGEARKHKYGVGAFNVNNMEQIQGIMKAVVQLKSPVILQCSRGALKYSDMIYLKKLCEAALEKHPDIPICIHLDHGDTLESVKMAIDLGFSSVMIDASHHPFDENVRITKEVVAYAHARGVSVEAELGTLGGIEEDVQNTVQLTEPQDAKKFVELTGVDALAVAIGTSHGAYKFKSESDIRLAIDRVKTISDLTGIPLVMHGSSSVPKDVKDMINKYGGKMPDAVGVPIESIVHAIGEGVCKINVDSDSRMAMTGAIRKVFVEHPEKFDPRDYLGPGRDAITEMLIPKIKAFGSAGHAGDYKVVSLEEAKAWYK
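40 nM FBPA preincubated 10 min at RT with compound (up to 57.5 uM final), then substrate plus GAPDH/TPI/NAD/arsenate coupling and diaphorase/resazurin added. Fluorescence read after 20 min at RT, 525/598 nm.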
An asterisk follows results filed as active; & = joins results of further samples; [ ] = dose if it differs, or a comment. Unless noted, calls come from the whole dose curve; as a rule, active = well fitted curve in the direction sought with a large enough effect; inconclusive = small, poorly fitted or top-dose-only effect, or another doubt; inactive = no such curve, though single readings can be large; an effect the other way counts as inactive or inconclusive. Random draw from the library; about 24% have a hit in one of these screens.

How did Cc1cc(NC(=O)CSCC(=O)Nc2nc3c(C)cccc3s2)no1 do in these assays?
Pf growth 96h: inconclusive; Pf growth 48h: -5%; Sm TGR inh: -8%

Results for Cc1ccc(S(=O)(=O)N2CC(O)C[C@H]2C(=O)OCC(=O)Nc2ccc(N3CCOCC3)cc2)cc1C (stereo partly specified) ?
Pf growth 96h: -24%; Pf growth 48h: -29%; Sm TGR inh: 0%

Results for CC(=O)c1sc(NC(=O)c2cccc(C)c2)nc1C ?
Shiga inhibitor: 68*; CHX counter: 43*; Pf growth 96h: inactive; Pf growth 48h: 284%[activator]; Sm TGR inh: -5%; FBPA Giardia inh: -8%

Results for CCN(CC)C(=O)COc1cc(C)cc2oc(=O)c3c(c12)CCCC3 ?
Shiga inhibitor: -9; CHX counter: -2; Pf growth 96h: -8%; Pf growth 48h: -7%; Sm TGR inh: 9%; FBPA Giardia inh: 18%

How did C=CCOn1c(-n2nc(C)cc2C)nc2ccccc2c1=O do in these assays?
Shiga inhibitor: -7; CHX counter: -4; Pf growth 96h: 2%; Pf growth 48h: 11%; Sm TGR inh: 1%; FBPA Giardia inh: 14%

Results for COC(=O)CNC(=O)C1CCCN1C(=O)CNC(=O)OCc1ccccc1 (stereo unspecified) ?
Shiga inhibitor: -2; CHX counter: -1; Pf growth 96h: inconclusive; Pf growth 48h: 13%; Sm TGR inh: 0%; FBPA Giardia inh: -4%

Results for CN(CC(=O)Nc1ccc(C#N)cc1)Cc1ccc(Cl)cc1Cl ?
Shiga inhibitor: -19; CHX counter: -7; Pf growth 48h: -13%; Sm TGR inh: 0%; FBPA Giardia inh: -8%

How did CC(C)n1c(=S)[nH]c2ccccc2c1=O do in these assays?
Shiga inhibitor: -29; CHX counter: -6; Pf growth 96h: inconclusive; Pf growth 48h: inconclusive; Sm TGR inh: -2%; FBPA Giardia inh: -15%

How did Cc1cccc(-n2nc3c(c2NC(=O)C2CC2)CS(=O)(=O)C3)c1C do in these assays?
Shiga inhibitor: -3; CHX counter: -3; Pf growth 96h: 39%[activator]; Pf growth 48h: 19%; Sm TGR inh: -16%; FBPA Giardia inh: 2%

Results for Cc1ccc(S(=O)(=O)Nc2cccc(-c3ccc4nnc(C)n4n3)c2)s1 ?
Shiga inhibitor: 3; CHX counter: -1; Pf growth 96h: -16%; Pf growth 48h: -25%; Sm TGR inh: 0%; FBPA Giardia inh: 3%

Results for COc1ccc(CC(NC(C)=O)C(=O)NC2CCN(c3nc(C)cc(C)c3C#N)CC2)c(OC)c1 (stereo unspecified) ?
Shiga inhibitor: 3; CHX counter: -2; Pf growth 96h: inconclusive; Pf growth 48h: -23%; Sm TGR inh: 0%; FBPA Giardia inh: -12%

What do the screens show for `Cc1cccc(NC(=O)c2cccc(OC(=S)N3CCOCC3)c2)c1C`?
Shiga inhibitor: 16; CHX counter: 14; Pf growth 96h: 1.9µM*; Pf growth 48h: 3%; Sm TGR inh: 0%

Results for Cc1ccc(Cn2c(=O)c3ccccc3n3c(SCC(=O)N4CCCCC4C)nnc23)cc1 (stereo unspecified) ?
Shiga inhibitor: -13; CHX counter: 3; Pf growth 96h: -7%; Pf growth 48h: -5%; Sm TGR inh: -9%; FBPA Giardia inh: 5%

What do the screens show for `CCCSC1=N/C(=C\c2ccc3c(c2)OCO3)C(=O)S1`?
Shiga inhibitor: -9; CHX counter: 2; Pf growth 96h: 6%; Pf growth 48h: 6%; Sm TGR inh: 9%; FBPA Giardia inh: -2%

Results for COc1ccc(C(=O)Nc2c(Cl)cc(Cl)cc2C(=O)NCCN2CCOCC2)cc1 ?
Shiga inhibitor: -3; CHX counter: 0; Pf growth 96h: 28%; Pf growth 48h: 6%; Sm TGR inh: -22%; FBPA Giardia inh: -6%

What do the screens show for `COCCNC(=O)c1ccc(S(=O)(=O)c2ccc(Cl)cc2)c(NC(C)=O)c1`?
Shiga inhibitor: -11; CHX counter: -7; Pf growth 96h: 25%; Pf growth 48h: 0%[0.00184 µM]; Sm TGR inh: 2%; FBPA Giardia inh: 0%

Results for CCCNS(=O)(=O)c1ccc(OCC(=O)OC)cc1 ?
Shiga inhibitor: -5; CHX counter: -2; Pf growth 96h: 50%[activator]; Pf growth 48h: -1%; Sm TGR inh: 6%; FBPA Giardia inh: 4%

Results for COC(=O)c1cc(C(=O)N2CCN(c3ccccc3OC)CC2)cc([N+](=O)[O-])c1 ?
Shiga inhibitor: 48; CHX counter: -2; Pf growth 96h: 38%[activator]; Pf growth 48h: 6%; Sm TGR inh: 1%; FBPA Giardia inh: -16%

What do the screens show for `COc1cc(CNC2CCCCCC2)cc(OC)c1`?
Shiga inhibitor: -5; CHX counter: -1; Pf growth 96h: 9%; Sm TGR inh: 0%; FBPA Giardia inh: -5%

Results for COC(=O)C1=C(CSc2nncn2C)NC(=O)NC1c1ccc(F)cc1 (stereo unspecified) ?
Shiga inhibitor: -11; CHX counter: -3; Pf growth 96h: 14%; Pf growth 48h: -3%; Sm TGR inh: 5%; FBPA Giardia inh: -7%

Brought forward from above: 2 entries, then new ones.
What do the screens show for `COc1cc(CNC2CCCCCC2)cc(OC)c1`?
Shiga inhibitor: -5; CHX counter: -1; Pf growth 96h: 9%; Sm TGR inh: 0%; FBPA Giardia inh: -5%

Results for COC(=O)C1=C(CSc2nncn2C)NC(=O)NC1c1ccc(F)cc1 (stereo unspecified) ?
Shiga inhibitor: -11; CHX counter: -3; Pf growth 96h: 14%; Pf growth 48h: -3%; Sm TGR inh: 5%; FBPA Giardia inh: -7%

What do the screens show for `O=C(NCC(c1cccnc1)N1CCN(c2ccccc2F)CC1)c1ccccc1` (stereo unspecified)?
Shiga inhibitor: -1; CHX counter: -1; Pf growth 96h: inconclusive; Pf growth 48h: inconclusive; Sm TGR inh: -2%; FBPA Giardia inh: 14%

How did CCn1c(SCC(=O)NNC(=O)c2ccc(OC)cc2)nnc1C1CC1 do in these assays?
Shiga inhibitor: -11; CHX counter: -5; Pf growth 96h: 0%; Pf growth 48h: 29%; Sm TGR inh: -6%; FBPA Giardia inh: 13%

What do the screens show for `NCCc1c(-c2ccccc2)n(-c2ccccc2)c2ccccc12`?
Shiga inhibitor: -20; CHX counter: -5; Pf growth 96h: inconclusive; Pf growth 48h: 15µM*; Sm TGR inh: 4%; FBPA Giardia inh: 2%

Results for COc1ccc2c(c1)C(C1=C(O)CC(C)(C)CC1=O)C1=C(CC(C)(C)CC1=O)O2 (stereo unspecified) ?
Shiga inhibitor: -8; CHX counter: -3; Pf growth 96h: -25%; Sm TGR inh: -26%; FBPA Giardia inh: 0%

Results for C=Cc1cccc(NC(=O)c2ccc(NC(=O)c3ccco3)cc2)c1 ?
Shiga inhibitor: 35*; CHX counter: 19*; Pf growth 96h: 1.5µM*; Pf growth 48h: -5%; Sm TGR inh: 2%; FBPA Giardia inh: -1%

Results for O=C(NCCC1CCCCN1S(=O)(=O)c1ccccc1)C(=O)NC1CC1 (stereo unspecified) ?
Pf growth 96h: 19%; Pf growth 48h: 7%; Sm TGR inh: 2%

Results for O=S(=O)(N/N=C/c1ccc(F)cc1)c1ccccc1 ?
Shiga inhibitor: -10; CHX counter: 2; Pf growth 96h: 10%; Pf growth 48h: 9%; Sm TGR inh: 1%; FBPA Giardia inh: -5%

Results for Cc1cc(C(=O)N/N=C/c2ccco2)c2ccccc2n1 ?
Shiga inhibitor: -6; CHX counter: -2; Pf growth 96h: inconclusive; Pf growth 48h: 4%; Sm TGR inh: -7%; FBPA Giardia inh: 0%

Results for O=C(c1nc(SCc2ccc([N+](=O)[O-])cc2)n2ccccc12)C(F)(F)F ?
Shiga inhibitor: 8; CHX counter: 1; Pf growth 96h: -6%; Pf growth 48h: -13%; Sm TGR inh: -13%; FBPA Giardia inh: -8%

Results for Cc1cccc(OCC(=O)Nc2ccccc2C(F)(F)F)c1 ?
Shiga inhibitor: 81*; CHX counter: 14; Pf growth 96h: 31%[activator]; Pf growth 48h: 41%[activator]; Sm TGR inh: 0%; FBPA Giardia inh: -1%

How did Cc1cnc(C(=O)OCC(=O)c2c[nH]c3ccccc23)cn1 do in these assays?
Pf growth 96h: inconclusive; Pf growth 48h: 13µM*; Sm TGR inh: 1%

What do the screens show for `CCC(C)c1ccc(OCCCCN2CCOCC2)cc1` (stereo unspecified)?
Shiga inhibitor: 2; CHX counter: 10; Pf growth 96h: 18%; Sm TGR inh: -2%; FBPA Giardia inh: -27%

How did CCOc1cccc2cc(C(N)=O)c(=NCc3ccccc3)oc12 do in these assays?
Shiga inhibitor: -7; CHX counter: -6; Pf growth 96h: 76%[activator]; Pf growth 48h: -4%; Sm TGR inh: 5%; FBPA Giardia inh: 2%

How did Cc1c(NC(=S)NC(NC(=O)C(C)C)C(Cl)(Cl)Cl)c(=O)n(-c2ccccc2)n1C (stereo unspecified) do in these assays?
Shiga inhibitor: -19; CHX counter: 9; Pf growth 96h: inconclusive; Pf growth 48h: inconclusive; Sm TGR inh: 4%; FBPA Giardia inh: 3%

What do the screens show for `C/C(=C(/NC(=O)c1ccccc1)C(=O)O)c1ccco1`?
Shiga inhibitor: 2; CHX counter: 1; Pf growth 96h: 24%; Pf growth 48h: 5%; Sm TGR inh: -23%; FBPA Giardia inh: -18%

Results for O=[N+]([O-])C(=C1Nc2ccccc2N1)C(Cl)=C(Cl)Cl ?
Shiga inhibitor: 24; CHX counter: 16*; Pf growth 96h: 30%[activator]; Pf growth 48h: 14%; Sm TGR inh: 3.2µM*; FBPA Giardia inh: inconclusive

What do the screens show for `CSc1ccc2c(c1)N(CCC1CCCCN1C)c1ccccc1S2` (stereo unspecified)?
Shiga inhibitor: -23; CHX counter: -7; Pf growth 96h: inconclusive; Pf growth 48h: 9.3µM*; Sm TGR inh: 5%; FBPA Giardia inh: -9%&-3%&-7%

How did COc1ccc(C2=CC(c3ccco3)n3ncnc3N2)cc1 (stereo unspecified) do in these assays?
Shiga inhibitor: -5; CHX counter: 6; Pf growth 96h: inconclusive; Pf growth 48h: -7%; Sm TGR inh: 10µM*; FBPA Giardia inh: -24%

What do the screens show for `COc1ccc(N(CC(=O)Nc2cc(OC)ccc2OC)S(=O)(=O)c2c(C)nn(C)c2C)cc1`?
Shiga inhibitor: 3; CHX counter: 0; Pf growth 96h: 2%; Sm TGR inh: -10%; FBPA Giardia inh: -6%

How did N/C(Cn1cncn1)=N\NC(=O)c1ccc(Cl)cc1Cl do in these assays?
Shiga inhibitor: 15; CHX counter: -3; Pf growth 96h: 24%; Pf growth 48h: 9%; Sm TGR inh: -13%; FBPA Giardia inh: -1%

Results for COc1ccc(NCC(=O)N/N=C/c2ccc3c(c2)OCCO3)cc1 ?
Shiga inhibitor: 44; CHX counter: 22*; Pf growth 96h: 0%; Pf growth 48h: 27%; Sm TGR inh: 1%; FBPA Giardia inh: -4%

Grouped by structure: the entries above with a CF3 group
Results for O=C(c1nc(SCc2ccc([N+](=O)[O-])cc2)n2ccccc12)C(F)(F)F ?
Shiga inhibitor: 8; CHX counter: 1; Pf growth 96h: -6%; Pf growth 48h: -13%; Sm TGR inh: -13%; FBPA Giardia inh: -8%

Results for Cc1cccc(OCC(=O)Nc2ccccc2C(F)(F)F)c1 ?
Shiga inhibitor: 81*; CHX counter: 14; Pf growth 96h: 31%[activator]; Pf growth 48h: 41%[activator]; Sm TGR inh: 0%; FBPA Giardia inh: -1%
